Screening data from PubChem BioAssay.
UBC13 inh – inhibitors of human UBC13 polyubiquitin chain formation; P61088; TR-FRET; inhibition, % at 20 µM; 330,000 tested, 0.47% active; in the data active means inhibition above about 45%, passing the limit was not always enough
Target sequence (P61088 whole entry, looked up): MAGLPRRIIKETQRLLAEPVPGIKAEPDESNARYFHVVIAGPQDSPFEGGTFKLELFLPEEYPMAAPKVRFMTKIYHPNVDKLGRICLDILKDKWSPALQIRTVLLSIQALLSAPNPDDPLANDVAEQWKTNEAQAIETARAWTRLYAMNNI
Apaf1 inhib – blocks human Apaf-1 apoptosome activity. O14727. reconstituted apoptosome caspase-3 activity, DEVD-Rh110 fluorescence. inhibition, % at 20 µM. 330,000 tested, 0.71% active; active means inhibition of at least 40% at 20 µM;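 further: plate controls were DMSO wells for no effect and DEVD-CHO caspase inhibitor wells for full effect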
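Material: reconstituted apoptosome with Apaf-1, cytochrome c, caspase-9, procaspase-3, dATP. Technique: Rh110 fluorescence intensity. Buffer or medium: pH 7.5 Hepes buffer with CHAPS, BSA, DTT. Times: 30 min plus 50 min, RT.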
Gli-Sufu block – antagonists of Gli-Sufu signaling; Sufu-KO-LIGHT fibroblasts, Gli luciferase reporter luminescence; inhibition, % at 5 µM; 340,000 tested, 0.74% active;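 active means inhibition above about 55%, limit read from the data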;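 further: 0% = DMSO-treated cells and 100% = wells with medium but no cells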
SENP8 inh – inhibitors of human SENP8 protease; Q96LD8; 330,000 tested, 1.2% active; inhibition, % at 10 µM; purified SENP8, Z-RLRGG-aminoluciferin cleavage, luminescence; AID 2540
Target sequence (Q96LD8 whole entry, looked up): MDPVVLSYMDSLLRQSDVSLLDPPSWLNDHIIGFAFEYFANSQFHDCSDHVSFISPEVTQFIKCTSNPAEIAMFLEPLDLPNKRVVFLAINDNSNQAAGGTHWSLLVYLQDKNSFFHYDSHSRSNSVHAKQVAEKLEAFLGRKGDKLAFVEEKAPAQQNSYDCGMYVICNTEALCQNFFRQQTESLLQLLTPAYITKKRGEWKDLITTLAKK
697 NFkB inh – inhibitors of the PMA/ionomycin-induced NF-kB reporter in 697 B cells | 697 B-cell NF-kB luciferase reporter, 16 h | inhibition, % at 4 µM | 330,000 tested, 0.33% active; in the data active means inhibition above about 35%
CCR6 antag – CCR6 (human) receptor antagonism. 340,000 tested, 0.49% active. CHO-K1 CCR6 PathHunter beta-arrestin, luminescence, CCL20-stimulated. inhibition, % at 20 µM. AID 493098. P51684;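 active means compounds whose inhibition of the agonist-driven luminescence signal at 20 µM reaches about 50%, limit read from the data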;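 further: cells stimulated with CCL20 at 14 nM final; plate controls were DMSO with CCL20 for no effect and DMSO without agonist for full effect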
Target sequence (P51684 whole entry, looked up): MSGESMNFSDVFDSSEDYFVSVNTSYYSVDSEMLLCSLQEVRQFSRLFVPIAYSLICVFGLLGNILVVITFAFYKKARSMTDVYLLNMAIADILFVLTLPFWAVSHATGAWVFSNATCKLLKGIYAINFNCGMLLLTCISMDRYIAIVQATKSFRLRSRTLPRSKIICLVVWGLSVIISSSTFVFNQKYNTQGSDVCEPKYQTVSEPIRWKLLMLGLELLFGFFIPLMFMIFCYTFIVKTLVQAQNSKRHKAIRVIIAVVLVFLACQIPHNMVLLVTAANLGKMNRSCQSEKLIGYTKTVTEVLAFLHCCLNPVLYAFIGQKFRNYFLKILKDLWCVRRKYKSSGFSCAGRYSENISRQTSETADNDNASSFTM
EBI2 block – blocks human EBI2 receptor beta-arrestin signaling. 360,000 tested, 0.81% active. inhibition, % at 5 µM. EBI2 beta-arrestin recruitment, luminescence, 7a,25-OHC stimulated. AID 651636. P32249; in the data active means inhibition above about 38%;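 further: enzyme fragment complementation signal reports receptor beta-arrestin coupling in cells; 0% = agonist plus DMSO wells and 100% = wells without agonist; some results beyond the cut were filed as inactive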
Jurkat NFkB inh – inhibitors of the PMA/ionomycin-induced NF-kB reporter in Jurkat cells. PMA/ionomycin-induced NF-kB luciferase reporter, luminescence. inhibition, % at 4 µM. 330,000 tested, 0.53% active
* = called active by the depositor; nt = no result given. Unless noted, no stated cut-off is given here; in the data, active means inhibition above about 50%; inactive means the rest. This is a subset (hit frequency here may not be typical).

Preview (3 entries):
Values run as follows: SENP8 inh, CCR6 antag, EBI2 block, 697 NFkB inh, Jurkat NFkB inh, Gli-Sufu block, UBC13 inh, Apaf1 inhib
[1] Cc1nn(C)cc1/C=C/C(=O)c1cccs1
    -10, -1, 2, -44, -32, 0, -10, -2
[2] CCOC(=O)[C@H]1[C@H]2COc3ccc(OC)cc3[C@@H]2N2C(=O)c3ccc(F)cc3NC(=O)[C@@]12C
    -16, 1, -13, 27, -11, -4, 6, 18
[3] COc1cccc(C(=O)NCCN2CCOCC2)c1
    -4, -2, -12, 6, 7, 4, -4, -10

The whole of this part, from the first entry:
Values run as follows: SENP8 inh, CCR6 antag, EBI2 block, 697 NFkB inh, Jurkat NFkB inh, Gli-Sufu block, UBC13 inh, Apaf1 inhib
[1] Cc1nn(C)cc1/C=C/C(=O)c1cccs1
    -10, -1, 2, -44, -32, 0, -10, -2
[2] CCOC(=O)[C@H]1[C@H]2COc3ccc(OC)cc3[C@@H]2N2C(=O)c3ccc(F)cc3NC(=O)[C@@]12C
    -16, 1, -13, 27, -11, -4, 6, 18
[3] COc1cccc(C(=O)NCCN2CCOCC2)c1
    -4, -2, -12, 6, 7, 4, -4, -10
[4] O=C(Nc1ccc(Br)cc1)c1csc(-c2ccncc2)n1
    1, -7, 10, 26, -1, -2, 0, -4
[5] CCN(C(=O)CN1CCN(C)CC1)c1c(N)n(Cc2ccccc2)c(=O)[nH]c1=O
    4, -4, 6, -3, -9, -4, 4, -6
[6] COCC(=O)Nc1cc([N+](=O)[O-])ccc1C
    -4, 15, 1, 5, 0, 2, -3, -6
[7] CS(=O)(=O)N1CCC(C(=O)NCc2ccc(F)cc2)CC1
    2, 10, -4, 14, 3, -2, 3, -7
[8] CC(OC(=O)c1ccccc1N1C(=O)C2C3CCC(C3)C2C1=O)C(=O)c1ccccc1 (stereo not drawn)
    -6, 18, -13, 1, -2, 1, 14, -5
[9] CCCn1ccnc1SC(C)C(=O)Nc1c(C)n(C)n(-c2ccccc2)c1=O (stereo not drawn)
    -10, -6, 6, 21, -14, -14, 1, 0
[10] Cc1ccc(C)c(N2CCN(C(=O)CCC(=O)N3CCOc4ccc(Cl)cc43)CC2)c1
    12, 7, 33, -9, 13, 5, 20, 23
[11] O=C(NC1CC1)c1cccc(Oc2ccccc2)c1
    2, 5, -4, 1, -2, -21, 2, -10
[12] CCN(CC)c1ccc(-c2n[nH]c(=S)n2-c2ccccc2C)cc1
    3, -1, -11, 18, 7, -2, 4, 12
[13] COc1ccc(C)cc1NC(=O)CNCc1cccs1
    -2, 10, -2, -12, -8, nt, -5, 9
[14] CC1CCC(NC(=O)C2CC(=O)N(c3ccc4c(c3)OCCO4)C2)CC1 (stereo not drawn)
    -10, -6, 9, 12, -2, -10, -8, 1
[15] c1ccc2c(c1)CCCN2c1nc2ccccc2n2cnnc12
    -3, -2, -8, -29, -31, -8, -6, 4

Going on with the list:
Values run as follows: SENP8 inh, CCR6 antag, EBI2 block, 697 NFkB inh, Jurkat NFkB inh, Gli-Sufu block, UBC13 inh, Apaf1 inhib
[16] Nc1nonc1-n1nnc(C(=O)N/N=C/c2cccs2)c1-c1ccc2c(c1)OCO2
    -3, 9, -4, 19, 4, 36, -12, 13
[17] O=C(O)CC(NC(=O)C1c2ccccc2Oc2ccccc21)c1ccc(Cl)cc1 (stereo not drawn)
    -1, 10, -8, 14, 0, 2, -1, 3
[18] CC[C@@]1(C(=O)OC)N[C@H](CN(C)C(=O)Nc2ccc(C)cc2)[C@@H]2C(=O)N(Cc3ccccc3)C(=O)[C@@H]21
    -15, 7, -6, -19, -7, -19, -3, 9
[19] CCC(C)N1CCCC1C(=O)Nc1c(C)cc(C)cc1C (stereo not drawn)
    5, 6, 0, 8, -6, 12, 4, -11
[20] COc1ccc(CNC(=O)c2ccc(SC)cc2OC)cc1
    2, -3, 5, 4, 1, -3, 8, -1
[21] COc1ccc(CCN2CC(C(=O)OCC(=O)Nc3c(C)nn(-c4ccccc4)c3C)CC2=O)cc1OC (stereo not drawn)
    14, -6, -3, 7, 7, -7, 2, 0
[22] O=C(NNc1nc2cc3c(cc2s1)OCCO3)c1ccccc1
    3, 3, -9, -43, -31, -53, 3, -13
[23] COc1ccc(C(c2nnnn2C(C)(C)C)N2CCN(C(=O)c3ccco3)CC2)cc1 (stereo not drawn)
    -8, 1, 1, -12, -6, 1, -1, 7
[24] O=C(NCc1nc2ccccc2[nH]1)C1=C[C@@H](C2CC2)C[C@@H](OCc2ccc(CO)cc2)O1
    -1, 16, -26, 13, 18, 9, 5, 4
[25] O=S(=O)(c1ccc(Cl)c(C(F)(F)F)c1)N1CCN(c2ccccn2)CC1
    -5, 10, -3, 3, 2, -6, 0, 6
[26] O=[N+]([O-])c1cccnc1Sc1n[nH]c(-c2ccc(Cl)cc2)n1
    -1, -4, -3, -22, -4, -11, -3, -5
[27] COc1ccc2c(CC(=O)OCC(=O)Nc3ccc(C)cc3)coc2c1
    -1, 4, -5, 15, 3, -2, 5, -1
[28] CCOC(=O)CSc1nnc(Cc2ccccc2)n1-c1ccc(C)cc1
    5, 14, 9, 0, 4, 0, -5, 7
[29] CCCCCN(C(=O)CN1CCC(Cc2ccccc2)CC1)c1c(N)n(CCCC)c(=O)[nH]c1=O
    -7, 9, -6, 11, 12, 28, 10, 3
[30] O=C(CSc1ccc2nnc(-c3cccc(F)c3)n2n1)NCc1ccco1
    1, -2, 5, -3, -18, 4, -1, 1

The results go on:
Values run as follows: SENP8 inh, CCR6 antag, EBI2 block, 697 NFkB inh, Jurkat NFkB inh, Gli-Sufu block, UBC13 inh, Apaf1 inhib
[31] COc1cc2c3nnc(-c4ccc(F)cc4)c-3cn(Cc3ccccc3)c2cc1OC
    -7, 4, 2, -15, -5, 5, 82*, 32
[32] CC(C)Nc1ncnc2ccc(Br)cc12
    -6, -11, -3, -86, 26, 44, 36, 11
[33] CC(=O)c1ccc(-n2c(CCC(=O)O)ccc2-c2cccs2)cc1
    8, 0, -4, -31, -18, 2, -8, -14
[34] CC(C)CN1C(=O)NC2(CCCc3ccccc32)C1=O (stereo not drawn)
    1, 4, 0, 6, 3, 0, -2, 9
[35] COc1ccc(Cl)cc1NC(=O)[C@@H]1CCCN1C(=O)c1cccs1
    -11, 2, 4, 12, -2, -4, -11, 6
[36] Cn1c(CN2CCOCC2)nnc1SCC(=O)Nc1ccc2c(c1)OCCO2
    -4, -6, 0, -13, -17, -11, 0, -3
[37] O=C(COC(=O)c1cnc(Cl)c(Cl)c1)NC1CC1
    -5, 2, -4, -3, 2, -1, 7, 1
[38] CCc1cc2c(SCC(=O)Nc3ccc(NC(C)=O)cc3)ncnc2s1
    6, -8, -4, 14, 8, 1, 7, -20
[39] CCOC(=O)CCc1c(C(=O)OCC)[nH]c(CC)c1C(=O)OCc1ccccc1
    8, 20, 31, 2, 8, 6, 4, 3
[40] CC1CCCCC1NC(=O)C1CCC(CNS(=O)(=O)c2ccc(F)cc2)CC1 (stereo not drawn)
    -4, -4, -1, -14, 0, 7, 1, 2
[41] CSc1ccccc1C(=O)N1CCOCC1
    -2, -9, 3, 0, 8, 0, -1, 9
[42] Cn1c(=O)cc(SCC(=O)NCC2COc3ccccc3O2)c2ccccc21 (stereo not drawn)
    -6, 11, 3, 5, 0, 7, -6, 6
[43] COc1ccc(CN2CCC(n3nccc3NC(=O)C3CC3)CC2)cc1O
    -8, 4, 1, 2, 14, 4, 8, -8
[44] CC1(C)CC(C)(O)P(=O)(c2ccccc2)O1 (stereo not drawn)
    2, -9, -9, 23, -4, 9, 2, 2
[45] CCOC(=O)N1CCN(S(=O)(=O)c2ccc(C)c(C)c2C)CC1
    0, -6, -1, 1, 0, 4, 6, -13

Next section.
Values run as follows: SENP8 inh, CCR6 antag, EBI2 block, 697 NFkB inh, Jurkat NFkB inh, Gli-Sufu block, UBC13 inh, Apaf1 inhib
[46] CSC(=O)NC12CC3CC(CC(C)(C3)C1)C2
    -13, -3, -2, 9, -12, 3, -12, -4
[47] CCN(CC)CCCN(Cc1cc2cc3c(cc2[nH]c1=O)OCO3)C(=S)NCCCOC
    -7, 7, -19, -3, -13, 16, -4, 9
[48] Cc1ccc(Nc2ccccc2)cc1
    -5, 3, 0, -4, -6, -9, 2, 2
[49] CC(C)C(=O)NCCn1ccc2ccccc21
    -7, 9, 12, 8, 1, -3, 3, -2
[50] O=C(Nc1cc(S(=O)(=O)N2CCOCC2)ccc1N1CCOCC1)C1CCCO1 (stereo not drawn)
    -5, 0, -1, 8, 2, -14, -5, 7
[51] CN(C)c1ccc(C(=S)N2CCCCCC2)cc1
    -9, -7, -10, 1, 8, -15, -7, -3
[52] CSCC[C@H](NC(=O)N1C[C@H]2C[C@@H](C1)c1cccc(=O)n1C2)C(=O)Nc1ccc(NC(C)=O)cc1
    -6, 1, 1, -15, -15, -24, -6, 1
[53] CC(c1nnc(SCC(=O)N2CCc3ccccc32)n1-c1ccc(Cl)cc1)N(C)C (stereo not drawn)
    -8, -4, -9, 13, 0, 0, -8, 11
[54] Cc1ccc(NC(=O)N2CCCC2C(=O)NCc2ccccc2Cl)cc1 (stereo not drawn)
    -4, 9, 6, 13, -5, 5, -3, -3
[55] COC(=O)CC1C(=O)NCCN1C(=O)CSc1nnc(Nc2ccc(C)cc2)s1 (stereo not drawn)
    6, -8, -3, 2, -9, -4, 6, 8
[56] Cc1ccc(NC(=O)COC(=O)/C(=C/c2cccs2)c2cccs2)cc1S(=O)(=O)N(C)C
    0, -3, 21, -27, 1, -18, -5, -10
[57] COc1ccc(C(=O)Nc2c(-c3ccccc3)nc3ccccn23)c(OC)c1
    4, 5, -9, -2, -17, 13, -1, 8
[58] O=C(COC(=O)Cc1ccc(F)cc1)NC(=O)c1ccccc1
    -3, -7, 2, 13, 3, -4, -2, -1
[59] COc1ccccc1N1CCN(C(=O)CSc2nnc3c4ccccc4n(CC(=O)O)c3n2)CC1
    -6, -3, 4, -17, -3, 2, -13, 9
[60] CC(C)CC(=O)Nc1ccc2nn(-c3ccccc3)nc2c1
    -3, 10, -8, -158, -183, -103, 19, 5

By substructure: those above containing a COOH group.
Values run as follows: SENP8 inh, CCR6 antag, EBI2 block, 697 NFkB inh, Jurkat NFkB inh, Gli-Sufu block, UBC13 inh, Apaf1 inhib
[17] O=C(O)CC(NC(=O)C1c2ccccc2Oc2ccccc21)c1ccc(Cl)cc1 (stereo not drawn)
    -1, 10, -8, 14, 0, 2, -1, 3
[33] CC(=O)c1ccc(-n2c(CCC(=O)O)ccc2-c2cccs2)cc1
    8, 0, -4, -31, -18, 2, -8, -14
[59] COc1ccccc1N1CCN(C(=O)CSc2nnc3c4ccccc4n(CC(=O)O)c3n2)CC1
    -6, -3, 4, -17, -3, 2, -13, 9

Next section:
Values run as follows: SENP8 inh, CCR6 antag, EBI2 block, 697 NFkB inh, Jurkat NFkB inh, Gli-Sufu block, UBC13 inh, Apaf1 inhib
[61] Cc1cccc(C)c1N1C(=O)C(Cl)=C(N2CCCC2)C1=O
    -12, 18, 12, 7, -3, 1, -12, 7
[62] O=C(Nc1nnc(SCC(=O)N2CCOCC2)s1)C1CC(=O)N(c2ccccc2)C1 (stereo not drawn)
    -14, 7, 4, 6, 4, -9, -4, 2
[63] O=C(Oc1ccc2[nH]cc(CCN3C(=O)c4ccccc4C3=O)c2c1)c1ccco1
    1, 7, 3, 0, 1, 3, 11, -12
[64] CCN(CC)S(=O)(=O)c1cccc(C(=O)N[C@H](C(=O)O)C(C)C)c1
    7, -14, -5, 16, -7, 0, 2, -6
[65] COc1ccc([C@H]2CC(=O)C=C(c3ccc(C(=O)O)cc3)C2)cc1OC
    1, 6, -8, 24, 3, -2, -4, 8
[66] O=C(N1CCN(c2ccccc2)CC1)C(F)(F)C(F)F
    -7, -14, -11, 7, 5, 7, -5, -8
